Compound activity: PubChem BioAssay, several laboratories
sdo1 growth: restores growth of sdo1-depleted yeast. S. cerevisiae sdo1-depleted JHY4D growth rescue, OD600 30 h; stronger effect = higher value; pdr5 snq2 efflux-pump mutant strain. z-score at 10 µM. hit rate 0.21% among 140,000;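 active = z-score above 3 at both the 24 hr and the 30 hr optical density reads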;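 note: z-score against mean and SD of all compound wells on the same plate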
INS promoter inh: TRM-6 insulin promoter activity inhibition. TRM-6 cells (human fetal islet line), insulin promoter-eGFP reporter, imaging; reporter expression induced with tamoxifen. inhibition, % at 2 µM. hit rate 0.9% among 130,000. AID 1273;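 active = inhibition above the mean plus 3 SD, with well images judged a real hit on visual review, cut at about 60% in these data, passing the limit was not always enough; inconclusive = inhibition over the cutoff but images rejected on review; inactive = inhibition not above the cutoff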
sdo1 growth Rescue 24 h: second read-out of sdo1 growth, no call of its own (marks repeat the call); z-score; S. cerevisiae sdo1-depleted JHY4D growth rescue, OD600; measured here: growth rescue at 24 h;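 0 is the plate mean of compound wells and units are plate SD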
Starred values were filed as active, the others as inactive; ? = inconclusive; . = not tested or not shown; & = joins results of further samples; [ ] = dose if it differs, or a comment.

item	molecule	INS promoter inh	sdo1 growth	sdo1 growth Rescue 24 h
1	CCCn1c(=NC(C)=O)c(C(=O)OCC)cc2c(=O)n3ccccc3nc21	.	-0.01	-0.64
2	CCOC(=O)c1c(C)[nH]c(C)c1C(=O)CSc1nc2ccccc2[nH]1	.	0.96	0.62
3	O=C1CCCc2c1[nH]c1c(Br)cccc21	.	-0.34	0.37
4	Cn1cc(NC(=O)OCc2ccc(Cl)cc2)c(C(F)(F)F)n1	-23.5	.	.
5	Cc1ccc(SCCC(=O)OCC(=O)NCC2CCCCC2)cc1	-33.3	.	.
6	CC(C)(C)NC(=O)Cn1nnc(-c2ccccc2NC(=O)c2ccco2)n1	22.2	-0.71	0.24
7	Cc1ccc(S(=O)(=O)N2CCN(S(=O)(=O)N(C)C)CC2)cc1	31.8	0.74	1.17
8	N#Cc1nc(-c2ccco2)oc1NCc1ccco1	-21.6	0.01	0.54
9	Oc1ccccc1CNc1nc2ccccc2n1CCN1CCCCC1	42.9	-0.26	-1.13
10	N#C/C(=N\Nc1ccc(Cl)cc1)C(=O)c1ccccc1	0.0	-1.82	-1.82
11	Cc1ccc(-n2nnnc2SCC(=O)c2c(N)n(CC(C)C)c(=O)n(C)c2=O)cc1	.	-1.23	-0.84
12	Cc1cccc(N2C(=O)CN=C2Nc2nc(C)cc(C)n2)c1	-20.8	0.47	-0.07
13	CCOC(=O)c1c(C)n(CCO)c2ccc(O)cc12	56.8	0.53	0.1
14	Cc1ccc(NC(=O)c2sc3nc(N)c(C#N)cc3c2N)cc1	.	-0.72	-1.32
15	C/C(=N\NC(=O)C1CC1)c1cccnc1	-4.8	0.63	-0.24
16	O=C1NC(c2ccc3c(c2)OCO3)Nc2ccccc21 (stereo not given)	7.1	0.05	-0.21
17	COc1cc(NC(=O)COC(=O)CNS(=O)(=O)c2ccc(F)c(F)c2F)cc(OC)c1	9.4	1.02	1.09
18	COC(=O)CSC1=C(C#N)C(c2ccccc2)CC(=O)N1 (stereo not given)	-9.1	0.2	-0.04
19	Cc1ccccc1OCc1n[nH]c(=S)n1Cc1ccccc1	0.0	-1.17	-0.38
20	CN1CC(c2ccc(C#N)cc2)C2(COc3ccccc3C2=O)C12C(=O)Nc1ccccc12 (stereo not given)	-14.3	-1	-1.16

Part of the list above, in transposed form:
4. Cn1cc(NC(=O)OCc2ccc(Cl)cc2)c(C(F)(F)F)n1
20. CN1CC(c2ccc(C#N)cc2)C2(COc3ccccc3C2=O)C12C(=O)Nc1ccccc12 (stereo not given)
entry no.	4	20
INS promoter inh	-23.5	-14.3
sdo1 growth	.	-1
sdo1 growth Rescue 24 h	.	-1.16

(continued)
item	molecule	INS promoter inh	sdo1 growth	sdo1 growth Rescue 24 h
21	CCCc1cc(=O)[nH]c(SCC(=O)N2CCN(S(=O)(=O)c3ccc(Cl)cc3)CC2)n1	6.5	-0.64	-0.91
22	N#Cc1c(/N=C/c2cccs2)sc2c1CCC2	.	-0.28	1.47
23	Cc1ccc(S(=O)(=O)NNC(=O)C2CCN(S(=O)(=O)c3ccc(C)cc3)CC2)cc1	-8.3	0.76	0.9
24	Cc1nc2c(Cl)cc(Cl)cc2[nH]1	73.2*	-0.61&-0.76	-0.33&-0.4
25	CC1Cc2ccccc2N1C(=O)Cn1nc(C(=O)O)c2ccccc2c1=O (stereo not given)	22.2	-0.58	-0.87
26	CC(C)CC(=O)NC(=S)Nc1nc(-c2ccc(Cl)cc2)cs1	-21.2	1.42	2.1
27	Cc1cc(NC(=O)c2cc(-c3ccco3)on2)nn1Cc1ccc(Cl)cc1	12.1	-1.05	-0.15
28	COC(CNC(=O)c1ccc(N2CCC3(CC2)OCCO3)c([N+](=O)[O-])c1)OC	44.4	1.55	1.68
29	CC(Oc1cccc(F)c1)C(=O)/C=C\N(C)C (stereo not given)	17.4	0.74	0.14
30	COC(=O)c1nn(-c2ccccc2)c(Sc2ccc(Cl)cc2)c1/C=N/O	-22.6	-0.51	-0.16
31	NS(=O)(=O)c1ccc(CNC(=O)/C=C/c2c(Cl)cccc2Cl)cc1	-10.7	-0.83	-0.55
32	Cc1onc(-c2ccccc2)c1C(=O)Nc1cccc2nsnc12	38.5	-0.42	1.15
33	O=C(CCCN1C(=O)CCC1=O)Nc1ccc2c(c1)OCO2	41.7	0.32	-0.88
34	COc1c(C)cccc1C(=O)Nc1ccc(N2CCOCC2)c(Cl)c1	-32.1	-0.33	-0.62
35	COc1ccc2c(C)cc(=O)[nH]c2c1	?	1.29	0.73
36	CCOC(=O)c1cnc(SC)nc1Oc1cccc(NS(=O)(=O)c2ccc(C)cc2)c1	-20.0	-0.66	-0.14
37	CCOc1ccc(N2CC(C(=O)Oc3ccccc3)CC2=O)cc1 (stereo not given)	.	1.76[13.2 µM]	2.39
38	O=C(O)C1CCN(C(=O)CSc2nc3ccccc3s2)CC1	44.4	.	.
39	COc1ccccc1Nc1ncc(C(=O)Nc2ccc(OC)c(OC)c2)c2ccccc12	24.1	-0.03	-0.5
40	Cc1ccc(NC(=O)c2cnn(-c3ccccc3)c2NC(=O)c2ccco2)cc1	-18.2	-0.76	-0.84

Whole records, looked up by structure. Order of screens: INS promoter inh	sdo1 growth	sdo1 growth Rescue 24 h
CC(C)(C)NC(=O)Cn1nnc(-c2ccccc2NC(=O)c2ccco2)n1 is listed as 22.2	-0.71	0.24
CCOC(=O)c1c(C)n(CCO)c2ccc(O)cc12 is listed as 56.8	0.53	0.1
CC1Cc2ccccc2N1C(=O)Cn1nc(C(=O)O)c2ccccc2c1=O (stereo not given) is listed as 22.2	-0.58	-0.87

Going on with the list:
item	molecule	INS promoter inh	sdo1 growth	sdo1 growth Rescue 24 h
41	Cc1nn(C(=O)c2cccnc2)c(C)c1Sc1ccccc1	13.3	1.21	0.76
42	CCOc1ccc(C(=O)c2cc3ccc(O)cc3oc2=O)cc1	0.0	.	.
43	O=C1NCCCN1Cc1ccc(F)cc1	.	1.34	-0.15
44	CC(C)CC(NS(=O)(=O)c1ccc2[nH]c(=O)c(=O)[nH]c2c1)C(=O)O (stereo not given)	7.1	.	.
45	Cc1cccc(NC(=O)Cc2cccs2)n1	5.7	0.58	-0.24
46	O=C(C1CCCN1S(=O)(=O)c1ccc(Cl)cc1)N1CCOCC1 (stereo not given)	62.8	-0.38	-0.78
47	COc1cccc(CN2CCSCC2)c1	-9.4	-0.78	-0.83
48	O=C(Nc1nc2ccc(S(=O)(=O)N3CCCCC3)cc2s1)c1cccnc1	-34.5	0.5	1.7
49	CS(=O)(=O)N(Cc1ccccc1)c1ccc(C(=O)N2CCc3ccccc3C2)cc1	-16.2	-0.95	-1.06
50	CCOC(=O)c1c(NC(=O)COC(=O)Cn2c(C)nc3ccccc32)sc2c1CCCC2	27.6	-1.11	-0.32
51	O=C(CSc1nnc(CNc2ccc(F)cc2)n1-c1ccccc1)N1CCOCC1	-20.0	0.93	1.84
52	CN1CCN(C(=O)c2cc(Cl)ccc2Cl)CC1	-9.7	1.06	-0.45
53	O=C(c1ccc2c(c1)OCO2)N(Cc1ccco1)C1(C(=O)NC2CCCCC2)CCCCC1	-37.1	-1.17	-0.87
54	C=CCNC(=O)c1cc2c(C(F)(F)F)nn(C)c2s1	-20.6	0.93	1.09
55	CNC(=S)SCCOc1ccc(C)cc1	.	0.19	0.07
56	COc1ccc(N2CCN(C(=O)C34CCC(C)(C(=O)C3)C4(C)C)CC2)cc1 (stereo not given)	5.7	1.2	1.77
57	O=C(O)c1cc(Cl)c(Cl)cc1C(=O)Nc1cccc2cccnc12	18.2	0.81	0.46
58	CCOC(=O)N1CCN(c2cc(=O)n(-c3ccc(C)cc3)c(=O)[nH]2)CC1	-5.9	.	.
59	Cc1ccc(C(=O)NC(C#N)=C(Cl)Cl)cc1	-27.8	.	.
60	C#CCOCCOCCOCCNc1nc(N2CCN(C(=O)Cn3cc(CCCN=C(N)N)nn3)CC2)nc(N2CCN(C(=O)Cn3cc(CCCN=C(N)N)nn3)CC2)n1	57.1	-0.01	-0.29

Additional structures follow:
item	molecule	INS promoter inh	sdo1 growth	sdo1 growth Rescue 24 h
61	O=C(Cc1ccccc1[N+](=O)[O-])Nc1ccc2c(c1)OCO2	-2.9	.	.
62	NS(=O)(=O)c1ccc(CCNC(=O)CSc2nc3ccsc3c(=O)n2C2CC2)cc1	48.4	0.35	-0.34
63	COc1ccccc1N1CCN(S(=O)(=O)c2ccc3nc(-c4ccccc4)[nH]c3c2)CC1	7.1	-0.82	-0.63
64	Cc1cc(NCCCN(C)C)n2nc(-c3cccs3)cc2n1	-5.6	0.37	-0.69
65	CCC(C)[C@H](NC(=O)OC(C)(C)C)C(=O)N/N=C/c1cccc2nccnc12 (stereo not given in full)	-426.7	0.45	0.88
66	O=C(Nc1ccccc1N1CCCCC1)c1ccc2nccnc2c1	.	-1.56	-0.63
67	O=C(/C=C/c1ccc2c(c1)OCO2)N1CCN(c2ccccc2F)CC1	-14.3	-0.6	0.7
68	Cc1cc(C)n2cc(CSc3nnc(SCc4cn5c(C)cc(C)nc5n4)s3)nc2n1	20.0	1.01	0.82
69	C=CCC1c2cccc(C(=O)OC)c2C(=O)N1c1ccccc1 (stereo not given)	-44.7	-0.53	-0.77
70	O=C(NCc1ccncc1)/C(=N/O)c1ccccc1	15.0	0.69	0
71	CCc1nnc(NC(=O)CCN2C(=O)c3ccccc3C2=O)s1	.	0.85	0.73
72	CNC(=O)OCc1cccc(COC(=O)NC)n1	-35.3	0.48	0.69
73	CCOC(=O)Nc1ccc(S(=O)(=O)Nc2cc(C)on2)cc1	37.5	0.51	0.13
74	CC(C)Cc1nn2c(N)c(/C=C3\C=Nc4ccccc43)c(=O)nc2s1	-304.8	.	.
75	Cc1nnc(N2C(=O)C(O)=C(C(=O)c3ccco3)C2c2ccc(C(C)(C)C)cc2)s1 (stereo not given)	6.7	0.78	0.53
76	CC(C)CCn1c(N2CCN(c3cccc(Cl)c3)CC2)nc2c1c(=O)[nH]c(=O)n2C	.	-1.98	-0.59
77	CC(=O)C(N=Nc1ccccc1)(Sc1nnc(-c2ccccc2)n1-c1ccccc1)C(=O)Nc1ccccc1 (stereo not given)	.	-0.06	0.6
78	COC(=O)CSc1nnc(-c2ccc(S(=O)(=O)N3CCCCC3)cc2)o1	-27.8	-0.55	-0.42
79	Cc1cccc(N(C(=O)Cc2cccs2)C(C(=O)NCc2ccco2)c2ccncc2)c1 (stereo not given)	-107.1	.	.
80	Cc1cccc(Oc2ncnc3onc(C)c23)c1	-10.0	-0.25	-0.58

Next entries follow.
item	molecule	INS promoter inh	sdo1 growth	sdo1 growth Rescue 24 h
81	Cc1ccc(S(=O)(=O)NNC(=O)C2COc3ccccc3O2)cc1 (stereo not given)	6.9	0.05	-0.72
82	O=C(Cn1c(=O)oc2ccccc21)Nc1ccccc1N1CCOCC1	-88.9	.	.
83	Cc1cccc(/N=C/c2c(O)[nH]c3ccccc23)n1	-21.4	-1.04	-1.46
84	COc1ccccc1NC(=O)C1C2C=CC(O2)C1C(=O)O (stereo not given)	15.2	0	-1.03
85	Fc1ccc(C2=CC(c3ccc(Br)o3)n3ncnc3N2)cc1 (stereo not given)	0.0	-1.21	-0.57
86	COc1ccc(NC(=O)CSc2nnc(CNC(=O)c3ccco3)o2)c(OC)c1	-12.9	-0.37	-0.73
87	CN1CCN(S(=O)(=O)c2ccc(Br)s2)CC1	-50.0	0.15	-0.22
88	O=C1CC(c2ccco2)CC(O)=C1C=NCCN1CCN(C2CC(=O)N(c3ccccc3)C2=O)CC1 (stereo not given)	7.9	0.74	0.31
89	C=CCn1c(SCC(=O)Nc2cccnc2Cl)nnc1-c1ccc(C(C)(C)C)cc1	-64.7	-0.74	-0.61
90	CCOC(=O)c1c(C)c(C(=O)NCC2CCCO2)c(C)n1CC (stereo not given)	.	1.16	1.21
91	Cc1cccc(N2C(=O)c3cccc(Oc4ccc(Cl)cc4)c3C2=O)c1	0.0	-0.34	0.39
92	CC(=O)c1ccc(OC(=O)c2ccc(Br)o2)cc1	.	0.97	0.18
93	COc1cccc(OC)c1C(=O)NNC(=O)c1cccc(COc2ccc3c(c2)CCC3)c1	4.4	-0.95	-0.71
94	CCCCN(C(=O)NC(=O)Nc1ccccc1OCC)S(C)(=O)=O	18.2	-0.96	0.78
95	CC1=C(C)CC(C(=O)Nc2ccc(C(N)=O)cc2)C(C(=O)O)C1 (stereo not given)	35.1	0.65	0.61
96	CCC(Oc1ccccc1)C(=O)Nc1nc2ccccc2[nH]1 (stereo not given)	-10.3	-1.16	-0.92
97	CCOC(=O)Nc1ccc(S(=O)(=O)N(C)C(C)C)cc1	13.0	2.03	0.6
98	C/C(CCN1CCc2nc(-c3ccccc3)c(-c3ccccc3)cc2C1)=N\OC[C@@H](C)[C@H](OCc1ccccc1)C(C)C	-10.0	0.3	0.58
99	CN1C2C=C(N(CCc3c[nH]c4ccccc34)C(=O)c3ccc(Cl)cc3)CC1CC2 (stereo not given)	-36.7	0.56	0.62

Not all compounds are listed (hit frequency here may not be typical).
